Source: PubChem BioAssay (Sanford-Burnham Center for Chemical Genomics)
Jurkat NFkB inh: lowers PMA/ionomycin-induced NF-kB signal in Jurkat cells | inhibition, % at 4 µM | 330,000 tested, 0.53% active | PMA/ionomycin-induced NF-kB luciferase reporter, luminescence | AID 435003; in the data active means inhibition above about 50%
tim23-1 inh: inhibits growth of tim23-1 mutant yeast; S. cerevisiae tim23-1 growth, BacTiter-Glo luminescence, 24 h; inhibition, % at 20 µM; 330,000 tested, 1.3% active; AID 463212;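 active means growth inhibition of the mutant yeast at or above 50%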;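 further: temperature-sensitive mutant grown at 25 °C; plate controls were DMSO-treated mutant yeast for no effect and medium wells lacking yeast for full effect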
Mdm2 MdmX PPI: human Mdm2/MdmX binding inhibition; SaOS-2 split-luciferase Mdm2/MdmX complementation, luminescence; inhibition, % at 8 µM; 330,000 tested, 3% active;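 active means inhibition of at least 50% at 8 µM in the primary screen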
UPR CHOP act: apoptotic UPR (CHOP) activation; CHO-CHOP luciferase reporter, luminescence; percent of tunicamycin response over DMSO baseline; activation, % at 10 µM; 330,000 tested, 0.34% active; AID 449763;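 active means at 10 µM dose, activation of 40% or more, normalized to positive control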;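 further: 100% = tunicamycin at 10 µg/mL and 0% = DMSO alone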
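assay system = CHO CHOP reporter cells | amount = 500 CHO-CHOP cells per well | buffer or medium = F12 with 10% FBS | incubation = 16-18 h cell attachment, then 6 h compound exposure, 37 °C | detection = luminescence read with Steady-Glo | read-out = percent activation relative to tunicamycin control | controls = tunicamycin high control, DMSO low control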
UPR XBP1 act: adaptive UPR (XBP1) activation. 330,000 tested, 0.33% active. CHO-XBP1 luciferase reporter, IRE1-XBP1 UPR activation, luminescence; percent of tunicamycin response, DMSO as zero. activation, % at 20 µM. AID 463104;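 active means versus positive control, 20 µM dose yields 30% or more activation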;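 further: 100% = tunicamycin at 10 µg/mL and 0% = DMSO only wells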
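Test system: CHO-XBP1 luciferase reporter cells | Buffer or medium: Serum-containing F12 medium, 10% FBS | Schedule: 6 h compound exposure at 37 °C, 5% CO2 | Detection: Steady-Glo luciferase glow luminescence, 10 min after reagent addition | Read-out basis: Activation, % of tunicamycin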
697 NFkB inh: lowers PMA/ionomycin-induced NF-kB signal in 697 B cells; 697 B-cell NF-kB luciferase reporter, 16 h; inhibition, % at 4 µM; 330,000 tested, 0.33% active; AID 435022; in the data active means inhibition above about 35%
APJ antag: APJ receptor antagonism. P35414. CHO-K1 APJ beta-arrestin complementation, luminescence. inhibition, % at 20 µM. 330,000 tested, 0.32% active. AID 2521;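 active means inhibition above about 40% at 20 µM, limit read from the data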;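 further: cells challenged with 10 nM apelin-13 agonist together with compound; plate controls were apelin-13 plus DMSO wells for no effect and DMSO wells lacking apelin-13 for full effect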
Target sequence (P35414 whole entry, looked up): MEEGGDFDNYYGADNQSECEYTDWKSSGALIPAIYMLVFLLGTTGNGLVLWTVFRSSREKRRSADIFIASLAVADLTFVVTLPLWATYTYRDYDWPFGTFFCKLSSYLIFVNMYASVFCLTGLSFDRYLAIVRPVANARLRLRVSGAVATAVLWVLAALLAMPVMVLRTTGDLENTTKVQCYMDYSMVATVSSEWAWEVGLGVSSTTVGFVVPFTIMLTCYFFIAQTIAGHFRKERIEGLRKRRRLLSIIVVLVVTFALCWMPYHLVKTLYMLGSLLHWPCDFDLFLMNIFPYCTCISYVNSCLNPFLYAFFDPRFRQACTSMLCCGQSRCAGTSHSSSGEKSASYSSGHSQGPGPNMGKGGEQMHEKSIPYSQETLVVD
APJ agonist: APJ receptor agonism | P35414 | CHO-K1 APJ PathHunter beta-arrestin, luminescence; 0% DMSO wells, 100% apelin | activation, % at 20 µM | 330,000 tested, 0.11% active;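 active means activation more than six SD over the plate average, tested at 20 µM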;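 further: 0% = DMSO alone and 100% = apelin-13 at 10 nM; some results filed as inactive read as strong as hits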
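assay system = CHO-K1 APJ beta-arrestin complementation cell line | input = cell density 1000 per well | dosing = compound 20 µM once, DMSO 1% | timing = compound 90 min 25 °C, reagent 1 h | measured by = luminescence from split beta-galactosidase complementation, Galacton Star/Emerald II substrate | read-out basis = APJ agonist activity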
Starred values were filed as active, the others as inactive.

Below each SMILES – tim23-1 inh	Mdm2 MdmX PPI	Jurkat NFkB inh	697 NFkB inh	APJ agonist	UPR XBP1 act	APJ antag	UPR CHOP act
- CS(=O)(=O)c1sc2nc(-c3ccccc3)cc(-c3ccccc3)c2c1N
 : 42	-8	-13	-13	4	0	6	0.3
- COCCN(C(=O)COC(=O)c1ccc2[nH]c(C)c(C)c2c1)c1c(N)n(Cc2ccccc2)c(=O)[nH]c1=O
 : 5	2	-23	-16	-4	-4	20	1.9
- COc1cccc(CN(C(=O)c2cc3ccccc3oc2=O)C2CCS(=O)(=O)C2)c1 (centres undefined)
 : 11	-8	6	-9	0	-2	1	3.7
- Cc1cc(C)c2c(=O)n(-c3ccccc3)[nH]c2n1
 : -4	7	-15	-15	3	-1	-12	1.1
- O=C(O)CSCc1nc2ccccc2s1
 : 0	10	-26	-21	-5	4	-7	6.2
- Clc1cccc(N2CCN(CCNc3nc4ccccc4n4cnnc34)CC2)c1
 : 3	22	2	5	0	2	-18	-1.7
- COc1ccc(O)c(/C=N/NC(=O)CSc2nnc(C)n2-c2ccccc2)c1
 : -3	48	11	19	-1	-3	-4	-4.8
- CCOC(=O)C1(Cc2cccc(OC)c2)CCCN(C(=O)c2cc(C)on2)C1 (centres undefined)
 : 17	-18	-41	-45	-5	-5	7	5.1
- COc1ccc(CN2CCN(Cc3csc(C(C)=O)c3)CC2CCO)c(C)c1C (centres undefined)
 : 4	10	10	-15	-5	0	8	0.6
- COc1ccc(/C=C/C(=O)N2CCCc3ccccc32)cc1
 : 37	-36	-35	-44	-5	3	9	1.6
- CC1CN(C(=S)NC(=O)c2ccccc2)CC(C)O1 (centres undefined)
 : -10	9	3	0	7	-5	12	-1.3
- Cc1cccc(C)c1NC(=O)c1c[nH]c2ccccc12
 : 48	-15	-76	-72	-3	4	1	6.4
- Cc1csc(NC(=O)CSc2nc(=O)n(CCN(C)C)c3c2CCCC3)n1
 : -18	9	-7	6	-7	-1	20	2.0
- Cc1cccc2[nH]c3c(N4CC=C(c5ccc(F)cc5)CC4)ncnc3c12
 : 43	25	-2	-1	2	-3	6	0.6
- O=C(NCCN1C(=O)S/C(=C\c2ccc(Cl)c(Cl)c2)C1=O)c1cnccn1
 : 6	-6	-3	-11	-2	3	-5	-0.1
- CCN(CC(=O)Nc1ccc(OC)cc1)C(=O)c1ccc(=O)n(Cc2ccccc2)n1
 : 7	12	-2	12	-3	-1	11	0.1
- Cc1cccc(N2C(=O)CC(c3ccc(F)cc3)C3=C2COC3=O)c1 (centres undefined)
 : 41	29	13	21	2	-1	-7	-0.9
- CCOC(=O)N1CCN(C(=O)N2CCOCC2)CC1
 : -2	0	-4	7	-3	0	11	-1.3
- CC(=O)Nc1sc2c(c1C#N)CCC2
 : 17	13	-6	13	-1	1	-3	-0.4
- COc1ccc(C)cc1NC(=S)NNC(=O)c1c(Br)cnn1C
 : 16	6	9	-9	-5	0	17	0.7
- O=C(O)CCCN1C(=O)/C(=C/c2ccncc2)SC1=S
 : 14	19	2	6	-2	-1	-20	0.0
- O=C(CCn1c(=S)oc2ccccc21)N1CCN(c2ccc(F)cc2)CC1
 : 22	-13	7	8	-1	-2	-19	1.6
- CC1=CC(C)C2(CO)COC(c3ccccc3O)C1C2C (centres undefined)
 : 23	22	-13	-11	-2	2	-6	1.0
- COc1cc(-c2cc(C(=O)Nc3ccc(S(N)(=O)=O)cc3)c3ccccc3n2)cc(OC)c1OC
 : 10	44	-10	18	-3	-6	-4	-0.7
- COc1ccc(C(=O)NCCCOC(C)C)cc1OC1CCN(C(C)=O)CC1
 : 6	-18	-36	-30	-3	1	9	5.4
- O=C(CC1CS(=O)(=O)CC1CC(=O)Oc1ccccc1F)Oc1ccccc1F (centres undefined)
 : 34	23	11	27	-1	-2	-24	1.1
- O=C(CN1CCCCCC1)Nc1ccc(Br)cc1[N+](=O)[O-]
 : 30	19	-18	-10	-3	2	10	3.4
- COc1ccc(/C=C/C(=O)c2c(O)cc(C)oc2=O)c(OC)c1
 : 43	-86	-41	-49	0	0	-17	1.3
- Cc1nn(CCC(=O)NNC(=S)Nc2ccc(Cl)cc2)c(C)c1[N+](=O)[O-]
 : -7	1	-3	-12	-4	0	20	0.7
- N#CCCN(C(=O)COC(=O)c1ccc(S(=O)(=O)N2CCCCCC2)cc1)c1ccccc1
 : 13	11	-7	15	1	-3	-59	1.2

Entries of single compounds, looked up by structure.
Listed for Cc1cccc(C)c1NC(=O)c1c[nH]c2ccccc12 → tim23-1 inh: 48; Mdm2 MdmX PPI: -15; Jurkat NFkB inh: -76; 697 NFkB inh: -72; APJ agonist: -3; UPR XBP1 act: 4; APJ antag: 1; UPR CHOP act: 6.4
Listed for Clc1cccc(N2CCN(CCNc3nc4ccccc4n4cnnc34)CC2)c1 → tim23-1 inh: 3; Mdm2 MdmX PPI: 22; Jurkat NFkB inh: 2; 697 NFkB inh: 5; APJ agonist: 0; UPR XBP1 act: 2; APJ antag: -18; UPR CHOP act: -1.7

Next records follow.
Below each SMILES – tim23-1 inh	Mdm2 MdmX PPI	Jurkat NFkB inh	697 NFkB inh	APJ agonist	UPR XBP1 act	APJ antag	UPR CHOP act
- CC(C)(C)NC(=O)Nc1cccc(Cl)c1Cl
 : 22	18	-2	3	-2	-2	-16	0.6
- CCn1cc(CNc2nc3nonc3nc2N2CCCCC2)cn1
 : 17	27	-63	-8	-1	1	2	-1.2
- CC(C)CCNC(=O)c1csc2c1CCCCC2
 : 23	2	-17	-16	-1	0	13	5.5
- CCN(CC)S(=O)(=O)c1cccc(C(=O)NC(C(=O)NC2=NCCS2)C(C)C)c1 (centres undefined)
 : -5	16	5	-18	1	-2	-14	-0.2
- O=C(Cn1cnc2ccccc2c1=O)N1CCN(Cc2ccccc2)CC1
 : 5	8	3	13	-1	0	0	-1.5
- Cc1cc(=O)oc(C)c1C(=O)Nc1ccc(F)cc1
 : -11	30	9	8	-1	0	15	0.4
- CC(=O)Nc1ccc(N(C(=O)c2ccco2)C(C(=O)NC2CCCC2)c2cccs2)cc1 (centres undefined)
 : 2	10	1	24	2	-1	-24	-0.6
- Cc1ccc(NC(=O)NC2CC(=O)N(c3ccc4c(c3)OCCO4)C2)c(C)c1 (centres undefined)
 : -12	25	17	2	-2	-2	-5	-1.8
- CCOc1ccc(-n2c(=S)sc3c(=O)[nH]c(SCC(=O)NCC4CCCO4)nc32)cc1 (centres undefined)
 : 9	17	12	-7	-2	1	-28	3.2
- O=[N+]([O-])c1cccnc1N1CCOCC1
 : -2	-25	7	-7	-2	-1	18	-0.8
- Cc1cc(S(=O)(=O)NC2CC(C)(C)NC(C)(C)C2)c(Cl)cc1Cl
 : -5	8	-20	-17	1	-2	10	2.0
- Cc1ccccc1NS(=O)(=O)c1cc(OCC(N)=O)c(C)cc1Cl
 : -1	-5	13	-2	-2	1	8	-0.5
- CCOC(=O)C1(CC2CCCCO2)CCN(Cc2nc(C(C)C)cs2)CC1 (centres undefined)
 : 29	12	7	-22	-1	0	4	-1.6
- Cc1ccc(NC(=O)COc2cccc(C)c2C)cc1S(=O)(=O)N1CCCCCC1
 : 0	41	8	1	4	-6	3	0.2
- CSCCC(NC(=O)COc1ccccc1)C(=O)N1CCN(c2ccccc2Cl)CC1 (centres undefined)
 : 7	0	-6	-23	-7	-3	-46	0.6
- Cc1ccc(/C=N/NC(=O)Cc2ccc(Cl)cc2)c(O)c1
 : 8	60*	22	-27	0	0	2	0.3
- Cc1cc(-n2c(C)cc(C(=O)COc3ccccc3[N+](=O)[O-])c2C)no1
 : 18	-36	-9	-7	-4	-2	13	0.9
- Cc1ccc(C(=O)NCc2ccccc2)c(F)c1F
 : 17	5	-17	14	-3	-2	5	0.1
- CN(C(=O)CSc1nc2ccccc2s1)c1c(N)n(Cc2ccccc2)c(=O)[nH]c1=O
 : 13	2	6	3	-2	1	18	0.7
- Cc1cc(=O)oc2cc(OCC(=O)OCC(=O)Nc3ccc(C(C)C)cc3)ccc12
 : 7	-18	-16	9	-4	0	15	-2.2
- COc1ccc(S(=O)(=O)NC(CC(=O)NCc2ccccc2OC)c2ccco2)cc1 (centres undefined)
 : 17	4	8	6	-1	-4	8	2.2
- O=C(CSc1ccc2nnc(-c3ccccn3)n2n1)Nc1ccc(F)cc1F
 : -12	-3	18	-41	-2	-3	-16	0.2
- CCOC(=O)c1cc(-c2ccccc2)n(CC(=O)NC(C)(C)C)c1C
 : 6	19	8	2	-3	1	7	-1.8
- Cc1nn(C)c(C)c1NC(=O)CN1CCC(O)(c2ccc3c(c2)OCO3)CC1
 : -11	20	-7	7	-2	-2	13	-2.5
- Cc1nn(CC(=O)N(C)c2c(N)n(Cc3ccccc3)c(=O)[nH]c2=O)c(C)c1[N+](=O)[O-]
 : -5	-8	-7	7	-3	-3	21	-0.7
- Cc1oc2c(C)c3oc(=O)c(CC(=O)N[C@@H](CCCNC(N)=O)C(=O)O)c(C)c3cc2c1C
 : 15	-10	-5	-6	-3	-6	12	-0.3
- COc1ccc(-c2cc(-c3ccccc3)c(C#N)c(S(C)(=O)=O)n2)cc1
 : 33	90*	8	30	4	45*	-6	103*
- C=CCOC(=O)c1sc(NC(=O)c2ccco2)nc1C
 : 27	-26	-40	-53	-2	4	3	5.1
- Cc1ccc(S(=O)(=O)N2CCOCC2)cc1C(=O)NCCCn1ccnc1
 : 11	2	7	9	0	0	1	0.3
- CCOC(=O)Oc1ccc2c(=O)c(Oc3cc(C)cc(C)c3)coc2c1
 : 44	10	-5	8	3	0	18	0.8
- COc1ccc(-c2cc(C)no2)cc1S(=O)(=O)N1CCOc2ccc(Cl)cc21
 : 12	15	15	-21	0	-1	-38	0.0
- COc1ccc(N2C(=O)CC(Sc3nnc(-c4ccccc4)o3)C2=O)cc1 (centres undefined)
 : 41	40	-1	-27	1	-7	4	-10
- CCOC(=O)c1c(NC(=O)c2ccccc2)sc2c1CCc1ccccc1-2
 : -2	-5	4	3	-4	-3	0	1.1
- Cc1ccnc(SC2CC(=O)N(c3ccc(Br)cc3)C2=O)n1 (centres undefined)
 : 8	21	-4	13	-3	-1	-16	0.6
- COc1ccc(CCNC(=O)c2cc(S(=O)(=O)N3CCOCC3)cn2C)cc1OC
 : 0	9	-12	-20	-1	1	1	0.3
- COCCOC(=O)C1=C(C)NC2=C(C(=O)CCC2)C1c1ccc2c(c1)OCO2 (centres undefined)
 : 18	2	0	11	-3	0	31	-0.1
- Cc1cccc2nc(Cn3c(=O)n(CCC(=O)NCc4ccco4)c(=O)c4sccc43)cc(=O)n12
 : 5	-2	-1	-7	2	0	23	-2.7
- O=S(=O)(Nc1ccc2cn[nH]c2c1)c1ccc(C(F)(F)F)cc1
 : 12	-21	17	14	-2	-1	-8	2.3
- CC1=C(C(=O)OC2CCCCC2)C(c2cccnc2)n2ncnc2N1 (centres undefined)
 : -7	18	5	-22	0	-1	6	-0.9
- COc1ccc(-c2nnc(-c3ccc(OCC(C)C)cc3)o2)cc1
 : 2	10	-8	-38	4	2	-2	-0.2
- COc1ccc(Cl)cc1N(CC(=O)N1CCCCC1)S(C)(=O)=O
 : 25	-3	2	-1	0	-2	1	2.4
- CN(CC(=O)NCc1ccco1)CC(=O)Nc1c(Cl)cccc1Cl
 : 16	-34	7	5	0	1	-4	0.8
- O=C(O/N=C(/c1ccccc1)c1ccncc1)c1cccc(F)c1
 : 37	8	-1	2	-2	-3	-24	-0.3
- CCOC(=O)c1c(C)[nH]c(C(=O)OCc2c(C)noc2C)c1C
 : 10	21	10	1	-4	-2	-1	-1.5

Rows were taken by chance; any-hit rate near 5%.
